ATG4B inh: blocks human ATG4B protease cleavage of LC3 substrate; Q9Y4P1; ATG4B cleavage of LC3-PLA2, NBD-HPC fluorescence, 1 h; inhibition, % at 8.33 µM; 340,000 tested, 0.51% active; AID 504462; in the data active = inhibition above about 40%
Target sequence (Q9Y4P1 whole entry, looked up): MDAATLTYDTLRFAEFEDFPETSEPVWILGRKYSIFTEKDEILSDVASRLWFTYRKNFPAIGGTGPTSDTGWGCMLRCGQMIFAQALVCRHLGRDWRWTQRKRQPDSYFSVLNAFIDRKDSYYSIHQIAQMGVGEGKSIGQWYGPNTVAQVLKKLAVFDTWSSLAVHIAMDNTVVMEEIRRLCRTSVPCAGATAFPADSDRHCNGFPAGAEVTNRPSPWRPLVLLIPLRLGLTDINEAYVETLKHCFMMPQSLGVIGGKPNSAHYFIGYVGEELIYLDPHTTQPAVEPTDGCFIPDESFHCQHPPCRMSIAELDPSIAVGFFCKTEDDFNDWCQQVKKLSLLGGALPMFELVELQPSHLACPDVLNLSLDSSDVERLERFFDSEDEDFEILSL
SENP6 block: SENP6 protease inhibition; 330,000 tested, 1.8% active; Q9GZR1; inhibition, % at 10 µM; Recombinant SENP6 catalytic domain, aminoluciferin luminescence;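 active = inhibition above about 50% at the single tested dose, limit read from the data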;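 also: plate controls were DMSO wells with enzyme for no effect and DMSO wells lacking enzyme for full effect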
GRIN3A LBD mod: modulates the human NR3A ligand-binding domain; AID 1259313; 340,000 tested, 2.5% active; Tm shift relative to glycine control, % at 25 µM; NR3A LBD differential scanning fluorimetry, Tm shift; 0% = protein alone, 100% = glycine-bound protein;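 active = melting temperature shift of at least 10% of the positive control shift, at one fixed dose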
PfGluPho inh: PfG6PD (Plasmodium falciparum) enzyme inhibition; AID 504690; PfGluPho enzyme, NADPH resazurin-diaphorase fluorescence; inhibition, % at 20 µM; 350,000 tested, 0.78% active;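 active = inhibition reaching at least a set limit at 20 µM in the primary screen, cut at about 59% in these data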;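 also: 0% = DMSO wells with substrate and 100% = DMSO wells lacking glucose-6-phosphate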
SENP1 inh: inhibitors of human SENP1 SUMO protease catalytic domain. Q9P0U3. recombinant SENP1 catalytic domain, CyPet-SUMO1-YPet FRET cleavage. inhibition, % at 10 µM. 360,000 tested, 0.21% active. AID 624204;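 active = inhibition at least 30% at 10 µM, raw YFP signal under a set limit, fluorescence ratio 0.5 to 1.5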;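 also: 0% = enzyme with DMSO and 100% = no enzyme wells; some results filed as inactive read as strong as hits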
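Assay system: hSENP1 catalytic domain, recombinant. Amount: SENP1 enzyme, 20 pM final. Schedule: 50 min reaction, RT, dark. Technique: FRET, CFP and YFP emission. Control set: no-enzyme wells low, DMSO-plus-enzyme wells high control.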
hIAP activ: human IAP activation. P09923. 330,000 tested, 0.16% active. AID 2524. activation factor at 10 µM. purified human IAP, CDP-Star luminescence, 30 min; active compounds read high; 1 = vehicle-only enzyme, 0 = enzyme-free background;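 active = activation factor of the enzyme at least 2-fold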; also: the source names both 10 and 20 µM as test concentration; values of inactives mirror those of a sister screen read the other way
Target sequence (P09923 whole entry, looked up): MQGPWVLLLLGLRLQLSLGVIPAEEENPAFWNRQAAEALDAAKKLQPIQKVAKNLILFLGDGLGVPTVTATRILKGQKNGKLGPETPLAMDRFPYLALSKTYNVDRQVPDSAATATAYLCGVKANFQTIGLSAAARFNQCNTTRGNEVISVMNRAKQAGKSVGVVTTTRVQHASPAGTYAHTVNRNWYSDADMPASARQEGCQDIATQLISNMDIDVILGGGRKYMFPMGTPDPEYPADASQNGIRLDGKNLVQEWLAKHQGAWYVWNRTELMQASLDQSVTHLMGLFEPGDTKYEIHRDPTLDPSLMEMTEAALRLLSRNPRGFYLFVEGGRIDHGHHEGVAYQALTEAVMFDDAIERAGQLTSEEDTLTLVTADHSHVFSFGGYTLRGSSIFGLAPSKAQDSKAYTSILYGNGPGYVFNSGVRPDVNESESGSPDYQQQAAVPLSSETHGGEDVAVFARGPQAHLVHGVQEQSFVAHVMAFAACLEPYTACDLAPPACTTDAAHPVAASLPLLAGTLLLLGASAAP
SENP8 inh: inhibitors of human SENP8 protease | Q96LD8 | recombinant SENP8, Nedd8 substrate fluorescence | inhibition, % at 20 µM | 360,000 tested, 0.64% active; in the data active = inhibition mostly above about 40%, no sharp cut-off; inactive = mostly below about 27%
MPTP block: blocks calcium-induced mitochondrial swelling; 360,000 tested, 1.4% active; isolated mouse mitochondria, Ca2+ swelling absorbance, 30 min; inhibition, % at 10 µM;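 active = inhibition of 50% or more, scaled per plate between neutral and stimulator controls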;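 also: 0% = DMSO wells given calcium and 100% = 1 mM EGTA wells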
An asterisk follows results filed as active; · = not tested or not shown.

SMILES | ATG4B inh | SENP6 block | GRIN3A LBD mod | PfGluPho inh | SENP1 inh | hIAP activ | SENP8 inh | MPTP block
CCN(CC)CCCNC(=O)CC1Sc2ccccc2NC1=O (configuration not stated) | -10.8 | -10.5 | 1.3 | -5.0 | 1.6 | 0.991 | 31.4 | -1.5
CCN(CC)c1ccc(NC(=O)c2cccc(OC)c2)c(C)c1 | -9.6 | 39.1 | 0.1 | 25.5 | 0.8 | 0.906 | 10.1 | 1.0
C=CCOC(=O)C1=C[C@H](C2CCCCC2)C[C@H](OCc2ccc(CO)cc2)O1 | 2.2 | 2.6 | -2.1 | 14.4 | 3.3 | 0.927 | 10.5 | -0.4
O=C(/C=C/c1c(Cl)nc2ccccn12)Nc1ccc(F)cc1 | 3.2 | -10.3 | 3.7 | -1.2 | 1.5 | 0.88 | -33.0 | -2.9
CSc1nsc(SC)c1NC(=O)OCC1CCCO1 (configuration not stated) | 0.8 | 1.2 | -0.1 | 29.9 | 1.2 | 1.02 | 15.7 | 1.4
O=C1CC2(CCN(C(=O)c3ccc(Cl)cc3)CC2)Oc2ccccc21 | -1.3 | -0.2 | -0.9 | -9.6 | 0.0 | 1.08 | -33.9 | -0.3
N/C(=N\OC(=O)Cc1cccs1)c1ccc(Cl)cc1 | 1.4 | -2.2 | -1.4 | -4.1 | -4.5 | 0.78 | 0.0 | 1.1
Cc1oc(-c2ccccc2Cl)nc1CN1CCCCC1c1cccnc1 (configuration not stated) | -3.4 | 9.1 | -0.6 | -5.8 | -6.2 | 0.984 | -0.1 | 0.7
CCn1c(COc2ccc(=O)n(-c3ccccc3)n2)n[nH]c1=S | 4.2 | 5.6 | 0.3 | 20.9 | 0.9 | 1.06 | 18.6 | -0.1
CN(C1=NS(=O)(=O)c2ccccc21)c1ccc(OC(=O)c2ccccc2)cc1 | -7.0 | 40.8 | -3.2 | 2.6 | 1.7 | 1.02 | 7.8 | -2.4
COc1ccc(C(=O)Nc2ccc(-c3n[nH]c(=S)o3)cc2)cc1 | -7.1 | -4.7 | 7.3 | 23.2 | 0.1 | 1.16 | -278.0 | 0.0
CC(C)OC(=O)CSc1nnc(CNc2ccc(Cl)cc2)n1C | -4.7 | -0.2 | -1.3 | 5.0 | -0.8 | 0.998 | 9.9 | -0.9
O=C(Nc1ccc(N2CCOCC2)cc1)C1CCCN(S(=O)(=O)c2cccc(C(F)(F)F)c2)C1 (configuration not stated) | -19.2 | -4.6 | -0.1 | -3.7 | 0.5 | 1.12 | 27.3 | -0.8
COC(=O)Cc1csc(/N=C/c2c(O)n(-c3cccc(C(F)(F)F)c3)c(=O)c3ccccc23)n1 | 6.6 | -2.0 | 3.1 | -14.7 | -25.2 | 1.01 | -429.2 | 2.3
COc1cccc(CNc2ccc3[nH]c(=O)[nH]c3c2)c1OCc1ccc(F)cc1 | 2.5 | -4.2 | -1.2 | 112.3* | -50.0 | 1.05 | -277.6 | 1.6
O=C1CCCN1CCCNS(=O)(=O)c1ccccc1 | -3.5 | -5.2 | -0.4 | -5.1 | 2.1 | 1.09 | 7.3 | -1.7
CCCCn1c(N)c(N(CCOC)C(=O)CN2c3ccccc3CC2C)c(=O)[nH]c1=O (configuration not stated) | 12.8 | -14.4 | 2.0 | -7.8 | -3.5 | 0.948 | 0.2 | -0.9
O=S(=O)(Nc1cccnc1)c1cccc(C(F)(F)F)c1 | -5.2 | -14.2 | 0.0 | -13.2 | 0.0 | 0.997 | 7.6 | -0.7
Fc1ccccc1CSc1nnnn1-c1ccc2c(c1)OCO2 | 4.1 | -22.8 | -3.4 | -11.8 | 0.1 | 1.1 | 14.0 | 0.5
Cc1cc(C(=O)N/N=C2\CC(=O)CC(C)(C)C2)c(C)n1-c1ccc(F)cc1 | 30.2 | -2.1 | 1.0 | 7.7 | -42.0 | 1.04 | -58.0 | 1.0

A second format for some results above.
mol,ATG4B inh,SENP6 block,GRIN3A LBD mod,PfGluPho inh,SENP1 inh,hIAP activ,SENP8 inh,MPTP block
CCn1c(COc2ccc(=O)n(-c3ccccc3)n2)n[nH]c1=S,4.2,5.6,0.3,20.9,0.9,1.06,18.6,-0.1
O=C(/C=C/c1c(Cl)nc2ccccn12)Nc1ccc(F)cc1,3.2,-10.3,3.7,-1.2,1.5,0.88,-33.0,-2.9
CCN(CC)c1ccc(NC(=O)c2cccc(OC)c2)c(C)c1,-9.6,39.1,0.1,25.5,0.8,0.906,10.1,1.0
CSc1nsc(SC)c1NC(=O)OCC1CCCO1 (configuration not stated),0.8,1.2,-0.1,29.9,1.2,1.02,15.7,1.4

New compounds follow
SMILES | ATG4B inh | SENP6 block | GRIN3A LBD mod | PfGluPho inh | SENP1 inh | hIAP activ | SENP8 inh | MPTP block
CN(C)CCNC(=O)/C(=C/c1cccc([N+](=O)[O-])c1)NC(=O)c1ccccc1 | -1.6 | -6.0 | 1.9 | -2.4 | -0.7 | 0.812 | 1.8 | -1.3
CCOC(=O)c1nn(-c2ccc(Br)cc2)cc1C(=O)c1cccc2ccccc12 | 3.0 | 0.5 | 1.4 | 10.3 | 2.0 | 1.11 | 11.3 | 1.6
O=C(NNC(=O)c1cccc(S(=O)(=O)N2CCN(c3ccccc3)CC2)c1)c1ccc(Cl)cc1 | -11.2 | -15.1 | 3.5 | -17.4 | 0.6 | 1.07 | 3.8 | -1.0
COC(=NC(C)C)NC(C)C | -1.9 | -13.8 | 3.5 | 7.5 | · | 1.04 | · | ·
CC(C)CC(C(=O)Nc1oc(-c2ccco2)c(-c2ccco2)c1C#N)N1C(=O)c2ccccc2C1=O (configuration not stated) | 17.9 | -10.7 | 6.0 | 24.4 | -6.9 | 1.11 | -32.1 | 3.0
CCN(CC)c1ccc(C2Nc3cccc4cccc(c34)N2)c(O)c1 | -8.5 | 9.1 | -1.2 | 34.7 | 6.3 | 1.05 | 0.7 | 0.3
CN(C)C(=O)Nc1ccccc1 | -5.8 | -11.6 | 2.9 | 0.2 | -2.3 | 0.837 | 8.3 | 0.3
COc1cc(C(=O)NCC(c2cccs2)N2CCOCC2)cc(Br)c1OCc1ccccc1 (configuration not stated) | -0.7 | -8.8 | -14.0 | 20.1 | -0.1 | 0.872 | -7.6 | 0.8
CCc1c(C)c2cc(Cl)c(O)c(CN3CCCCC3)c2oc1=O | 7.6 | -4.0 | 1.0 | 4.9 | -101.0 | 0.942 | -301.4 | 1.9
CCOC(=O)c1cc2sc(C)cc2n1CC(=O)N(CC)CC | -7.9 | -18.3 | 1.4 | -6.7 | -0.4 | 0.894 | 9.5 | -0.6
COCCCNC(=O)/C(C#N)=C/c1c(N2CCN(c3ccccc3)CC2)nc2c(C)cccn2c1=O | 22.0 | -0.5 | -1.2 | 10.7 | -81.4 | 1.03 | -171.5 | -1.0
O=C(O)COc1ccccc1/C=N/NC(=O)c1cc(-c2ccc(F)cc2)nc2ccccc12 | -1.0 | -1.4 | -2.2 | -15.9 | 1.9 | 1.17 | -6.8 | -0.2
COc1ccccc1C(=O)Nc1nnc(SCC(=O)NCc2ccco2)s1 | -0.6 | 19.3 | -0.6 | 1.4 | 1.6 | 0.956 | -84.7 | 1.1
Cc1ccc(C2c3c(oc4ccccc4c3=O)C(=O)N2c2nnc(C(C)C)s2)o1 (configuration not stated) | 12.8 | -1.4 | -0.3 | -14.4 | -11.9 | 0.923 | -42.0 | -1.1
CC1CCN(C(=O)c2[nH]cnc2C(=O)N2CCN(C(=O)OC(C)(C)C)CC2)CC1 | -9.9 | -3.8 | -0.8 | -3.7 | 2.6 | 1.02 | 24.6 | -1.2
C=CCn1c(=O)c2c(nc3n2CCCN3Cc2ccccc2)n(C)c1=O | -6.0 | -4.3 | -0.4 | -8.7 | -1.1 | 0.869 | 9.6 | 0.6
CCCN1CCN(CCCNC(=O)CCN2C(=O)COc3ccccc32)CC1 | 1.9 | -6.6 | 0.4 | 1.7 | 1.2 | 1.02 | 7.4 | 5.9
O=C(O)c1cccc2c1/C(=N/Nc1ccc([N+](=O)[O-])cc1[N+](=O)[O-])c1ccccc1-2 | 8.5 | 7.3 | -2.5 | -12.6 | 3.0 | 0.829 | 20.0 | 4.8
O=S(=O)(c1ccc(Cl)cc1)N1c2ccccc2Oc2nc3ccccc3nc21 | 18.0 | 6.5 | 1.8 | 0.6 | -17.2 | 0.91 | -309.5 | 0.3
O=C(COc1ccc2c(c1)CCC2)NCc1ccccc1 | 12.2 | 5.2 | -0.5 | 9.1 | -1.0 | 1.11 | 10.9 | -15.7

Filtered by structure: those above containing a nitro group on carbon.
SMILES | ATG4B inh | SENP6 block | GRIN3A LBD mod | PfGluPho inh | SENP1 inh | hIAP activ | SENP8 inh | MPTP block
CN(C)CCNC(=O)/C(=C/c1cccc([N+](=O)[O-])c1)NC(=O)c1ccccc1 | -1.6 | -6.0 | 1.9 | -2.4 | -0.7 | 0.812 | 1.8 | -1.3
O=C(O)c1cccc2c1/C(=N/Nc1ccc([N+](=O)[O-])cc1[N+](=O)[O-])c1ccccc1-2 | 8.5 | 7.3 | -2.5 | -12.6 | 3.0 | 0.829 | 20.0 | 4.8

Following part
SMILES | ATG4B inh | SENP6 block | GRIN3A LBD mod | PfGluPho inh | SENP1 inh | hIAP activ | SENP8 inh | MPTP block
CC(=O)c1ccc(N2CCc3ccccc3C2)c([N+](=O)[O-])c1 | -7.0 | -3.5 | -0.4 | 19.6 | 0.8 | 1.18 | 19.6 | 5.4
COCCNC(=S)N/N=C(\C)c1cccc(C(F)(F)F)c1 | -3.2 | 13.3 | 51.6* | 14.1 | 1.7 | 0.951 | 4.2 | 0.2
COc1ccc(CCNC(=O)Cn2nc(C(=O)O)c3ccccc3c2=O)cc1OC | -0.6 | -14.1 | 0.0 | -14.3 | 0.0 | 0.934 | 3.8 | 0.3
CSc1ccccc1C(=O)OCC(=O)NC1CCS(=O)(=O)C1 (configuration not stated) | -7.6 | -33.1 | 0.7 | 1.9 | -1.5 | 0.906 | 2.1 | -2.8
O=C(Nc1ccc2c(c1)CCCN2C(=O)c1ccccc1)c1ccccc1 | -0.3 | 83.9* | -0.1 | -15.4 | 2.6 | 0.918 | 8.2 | -1.1
CC(=O)N1CCCc2cc(S(=O)(=O)N3CCCC(C(=O)Nc4cccc(C)c4)C3)ccc21 (configuration not stated) | 5.0 | 0.9 | -2.4 | -4.9 | 0.0 | 1.03 | 2.1 | -1.6
c1ccc(CCCNc2ncccn2)cc1 | -10.3 | -2.0 | -0.8 | 12.4 | 0.3 | 1.16 | -12.7 | 0.5
COc1ccc(NC(=O)CN2C(=O)NC3(CCCc4ccccc43)C2=O)c(OC)c1 (configuration not stated) | -7.1 | -1.9 | -5.7 | -7.2 | -2.3 | 1 | 5.0 | -0.2
CCOC(=O)N1CCN(Cc2nnc(-c3ccccc3Cl)o2)CC1 | -0.1 | -7.1 | 0.3 | -25.7 | 0.8 | 0.953 | 14.7 | 1.1
CCOc1ccccc1CN1CCN(Cc2ccc(C)o2)C(CCO)C1 (configuration not stated) | 10.8 | -3.9 | 0.4 | -4.5 | -1.9 | 1.01 | -2.0 | 0.1
CCCOc1ccc(N2C(=O)CC(N(Cc3ccco3)C(C)=O)C2=O)cc1 (configuration not stated) | 1.3 | -0.9 | 0.6 | -19.9 | 1.9 | 0.91 | 14.3 | -1.0
COc1cccc(NC(=O)COc2ccc(C(=O)N3CCN(C)CC3)cc2)c1 | -1.3 | -13.9 | -1.2 | 23.9 | -1.0 | 0.93 | 16.9 | -0.6

Assay outcomes from PubChem BioAssay.

Not a hit list (roughly 6.7% active in at least one column).
